Screens as filed in PubChem.
CAL PDZ FP-1 – untagged CAL PDZ binding inhibitors, primary screen, biochemical, fluorescence polarization, HTS; purified CAL PDZ, TMR-peptide fluorescence polarization, 1 h; inhibition, % at 24.9 µM; 0.92% of 300,000 active; AID 602252, 2012;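 active = mean inhibition of at least 30% with at least half of replicates also reaching 30%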;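 note: 0% = DMSO neutral control and 100% = excess unlabeled competitor peptide PRC23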
MITF act – activators of MITF-driven TRPM1 promoter reporter, primary screen, cell-based, SK-MEL-5, luciferase, single point; SK-MEL-5 TRPM1-promoter luciferase, 24 h; % of positive control, neutral wells = 0; activation, % at 12.5 µM; 0.75% of 300,000 active; AID 588334, 2011;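 active = mean activation of at least 80% with every replicate also reaching 80%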;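 note: 0% = neutral control wells and 100% = parthenolide positive control wells; values of inactives mirror those of a sister screen read the other way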
Wnt act – Wnt/beta-catenin pathway activators, primary screen, cell-based, plate reader, single point; activation, % at 9.35 µM; 1.2% of 300,000 active; Wnt/beta-catenin reporter cell assay, activator; in the data active = activation above about 30%, passing the limit was not always enough;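 note: 0% = neutral control wells and 100% = positive control wells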
AddAB inh – growth inhibition of E. coli expressing H. pylori AddAB, primary screen, AddAB inhibitor project, absorbance | inhibition, % at 11.9 µM | 0.29% of 330,000 active | AID 435030, 2010; in the data active = inhibition above about 12%;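 note: 0% = vehicle wells of infected cells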
SR-BI DiI-HDL act – activators of SR-BI mediated DiI-HDL uptake, primary screen, ldlA[mSR-BI] CHO cells, DiI fluorescence; 3 h; 100 = double the neutral-control signal; activation, % at 12.5 µM; 0.096% of 320,000 active; AID 504775, 2011;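 active = mean replicate activation of at least 60% and every replicate at or above 60%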;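 note: 0% = median plate neutral-control signal and 100% = twice that signal; values of inactives mirror those of a sister screen read the other way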
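Assay system: LDL receptor-deficient CHO ldlA cells overexpressing murine SR-BI / Medium: BSA-supplemented, HEPES-buffered Ham's F12, pH 7.4 / Probe or stimulus: DiI-labelled HDL at 10 µg/mL final / Timing: compound with DiI-HDL co-incubation, 3 h at 37 °C / Technique: bottom-read cell fluorescence after medium removal, ex 550/em 595 nm / Measure: HDL uptake via cellular fluorescence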
phage Ecoli inh – growth loss of phage-infected E. coli, primary screen, RecBCD inhibitor project, absorbance, with phage, HTS | inhibition, % at 11.9 µM | 0.26% of 360,000 active | AID 651602, 2012; in the data active = inhibition above about 11%
Tat transport – E. coli Tat export inhibitors, primary screen, MC4100, TorA-mCherry reporter, fluorescence, single point; inhibition, % at 10 µM; 0.036% of 340,000 active; AID 488895, 2010;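 active = mean replicate inhibition at least 50% and at least half of replicates individually reaching 50%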;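 note: exported cargo escapes ClpAP degradation while cytoplasmic cargo is degraded and loses fluorescence; 0% = median of neutral control wells and 100% = median of NaSCN control wells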
CAL PDZ FP-2 – CAL PDZ peptide-binding inhibitors, primary screen, biochemical, fluorescence polarization, Cer-tagged CAL PDZ, HTS | Golgi-associated PDZ and coiled-coil motif-containing protein (Homo sapiens), Q9HD26 | purified CAL PDZ, TMR-peptide fluorescence polarization, 1 h | inhibition, % at 20 µM | 0.02% of 330,000 active | AID 504414, 2011;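 active = highest replicate inhibition of at least 40%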;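 note: plate controls were DMSO neutral control wells for no effect and unlabeled competitor peptide control wells for full effect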
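Control set: unlabelled peptide and DMSO controls / Material: purified CerCALP PDZ construct / Timing: 1 h incubation at room temperature before polarization reading / Doses: 20 µM, one dose / Detection: fluorescence polarization (mP)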
SR-BI HDL uptake – inhibitors of SR-BI mediated HDL lipid uptake, primary screen, ldlA[mSR-BI] cells, fluorescence, single point | Scavenger receptor class B member 1 (Mus musculus), Q61009 | ldlA[mSR-BI] CHO cells, DiI-HDL uptake fluorescence, 3 h | inhibition, % at 12.5 µM | 0.96% of 320,000 active;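 active = mean replicate inhibition of at least 70% and a set share of replicates each scoring 70 or more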;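 note: 0% = median of neutral control wells and 100% = median of positive control wells; values of inactives mirror those of a sister screen read the other way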
Target sequence (Q61009 whole entry, looked up): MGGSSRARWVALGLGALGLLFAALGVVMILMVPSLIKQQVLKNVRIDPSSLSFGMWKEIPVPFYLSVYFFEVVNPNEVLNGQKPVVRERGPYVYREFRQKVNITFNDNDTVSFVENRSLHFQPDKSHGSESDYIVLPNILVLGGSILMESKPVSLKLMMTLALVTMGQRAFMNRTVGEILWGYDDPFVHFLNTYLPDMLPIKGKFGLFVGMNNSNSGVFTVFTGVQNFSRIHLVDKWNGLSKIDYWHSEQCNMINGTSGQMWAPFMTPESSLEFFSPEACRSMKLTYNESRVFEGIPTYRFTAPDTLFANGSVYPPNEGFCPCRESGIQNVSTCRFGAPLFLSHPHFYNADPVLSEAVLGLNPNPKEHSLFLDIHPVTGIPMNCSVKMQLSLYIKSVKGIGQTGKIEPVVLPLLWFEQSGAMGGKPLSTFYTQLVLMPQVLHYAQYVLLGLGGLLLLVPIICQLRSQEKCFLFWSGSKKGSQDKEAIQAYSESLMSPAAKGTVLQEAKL
E coli growth – E. coli V3065 growth inhibition, primary screen, counter-screen for AddAB inhibitor project, absorbance, OD600. 18 h. inhibition, % at 11.9 µM. 0.27% of 330,000 active. AID 449728, 2010;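 active = inhibition above the campaign's mean inhibition across all tested compounds plus 3 SD, cut at about 9.9% in these data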;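 note: uninfected addAB+ strain grown without phage in ampicillin broth; 0% = DMSO wells and 100% = ciprofloxacin 0.95 µg/ml wells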
An asterisk follows results filed as active; nt = not tested or not shown; & = joins results of further samples.

No.	SMILES	CAL PDZ FP-1	MITF act	Wnt act	AddAB inh	SR-BI DiI-HDL act
1	O=C(O)c1ccccc1-c1ccccc1C(=O)Nc1ccc2c(c1)CCC2	nt	-4	1	1.6	11
2	Cc1cccc(-n2c(=S)[nH]c3sc4c(c3c2=O)CCc2ccccc2-4)c1	0	-12	-11	nt	-9
3	Nc1nnc(SCC(=O)NC2CCCCCCC2)s1	-1	-4	-1	2.5	20
4	O=C(c1ccc(S(=O)(=O)N2CCCCCC2)cc1)N1CCN(Cc2ccccc2)CC1	0	4	0	1.3	-32
5	CN(C1CCCCC1)C(CNS(=O)(=O)c1ccccc1)c1ccccc1 (centres undefined)	-1	-2	0	0.1	-6
6	COc1ccc(-c2nnc3ccc(SCC(N)=O)nn23)cc1OC	nt	-4	0	-1.7	-5
7	COc1ccc(Cl)cc1NC(=O)CSc1nc(NS(=O)(=O)c2ccccc2)cc(=O)[nH]1	-5	-1	4	nt	nt
8	COc1cc(C(c2sc3nc(C)nn3c2O)N2CC(C)OC(C)C2)cc(OC)c1OC (centres undefined)	nt	nt	-6	-2.1	18
9	CCOC(=O)N1CCN(C(=O)c2ccc3nc(SCc4ccc(F)cc4)n(C)c3c2)CC1	-2	0	nt	4.3	-30
10	COc1ccc(C2=NN(C(=O)/C=C/c3ccccc3)C(c3ccccc3)C2)c(OC(C)=O)c1 (centres undefined)	-3	-7	-12	1.4	-45

No.	phage Ecoli inh	Tat transport	CAL PDZ FP-2	SR-BI HDL uptake	E coli growth
1	0.7	-5	-0.2	-11	1.2
2	3.2	-18	nt	9	nt
3	-1.1	-2	-2.5	-20	-8.2
4	0.1	0	-0.3	32	-0.9
5	1.6	2	-1.8	6	-0.1
6	1.2	1	-1.4	5	-1.2
7	4.2	2	-3.0	nt	nt
8	0.8	-7	-0.9	-18	1.0
9	2.7	2	0.8	30	2.0
10	1.7	1	0.1	45	-0.5

Next entries.
No.	SMILES	CAL PDZ FP-1	MITF act	Wnt act	AddAB inh	SR-BI DiI-HDL act
11	Cc1cccc(NC(=O)Nc2cccc(Oc3c(F)c(F)c(F)c(F)c3F)c2)c1	-3	16	nt	2.6	-60
12	c1ccc(-c2nc(N3CCCCCC3)nc(-n3ccnc3)n2)cc1	-2	-11	nt	0.5	-46
13	CCOC(=O)c1c(CSC(=N)N)n(-c2ccc(Br)cc2)c2cc(Br)c(OC(C)=O)cc12	-2	-6	-5	nt	-30
14	O=C(NNC(=O)C1COc2ccccc2O1)c1ccccc1 (centres undefined)	-2	-1	nt	-0.1	16
15	O=[N+]([O-])c1ccccc1/C=C/C=N/n1c(-c2ccccc2)n[nH]c1=S	4	-6	3	-2.5	15
16	C/C(=N\NC(=O)c1cnccn1)c1ccc([N+](=O)[O-])cc1	-10	1	0	3.1	3
17	O=C(Nc1ccccc1F)NC1CCCc2ccccc21 (centres undefined)	-5	nt	-1	-0.5	-24
18	COc1ccc(-n2c(-c3ccc(Br)cc3)nc(=S)c3c2CCCC3)cc1	-1	-6	nt	-0.5	8
19	Cc1csc(/C(C#N)=N/O)n1	-5	7	0	2.2	0
20	O=C(N/N=C/c1ccc(F)cc1)c1cc[n+]([O-])cc1	nt	11	-8	1.2	nt

No.	phage Ecoli inh	Tat transport	CAL PDZ FP-2	SR-BI HDL uptake	E coli growth
11	1.2	-19	-2.4	60	0.5
12	2.5	11	-1.5	46	1.5
13	2.6	23	-1.5	30	nt
14	1.7	-11	-1.3	-16	-1.9
15	3.1	4	0.4	-15	-2.2
16	-0.5	-6	-1.1	-3	-0.2
17	-1.3	-5	-1.3	24	3.5
18	1.9	0	-5.2	-8	-1.2
19	3.0	-5	-0.4	0	2.2
20	1.1	14	-1.1	nt	0.1

Another view of some results above.
nr	mol	CAL PDZ FP-1	MITF act	Wnt act	AddAB inh	SR-BI DiI-HDL act	phage Ecoli inh	Tat transport	CAL PDZ FP-2	SR-BI HDL uptake	E coli growth
12	c1ccc(-c2nc(N3CCCCCC3)nc(-n3ccnc3)n2)cc1	-2	-11	nt	0.5	-46	2.5	11	-1.5	46	1.5
13	CCOC(=O)c1c(CSC(=N)N)n(-c2ccc(Br)cc2)c2cc(Br)c(OC(C)=O)cc12	-2	-6	-5	nt	-30	2.6	23	-1.5	30	nt
14	O=C(NNC(=O)C1COc2ccccc2O1)c1ccccc1 (centres undefined)	-2	-1	nt	-0.1	16	1.7	-11	-1.3	-16	-1.9
15	O=[N+]([O-])c1ccccc1/C=C/C=N/n1c(-c2ccccc2)n[nH]c1=S	4	-6	3	-2.5	15	3.1	4	0.4	-15	-2.2
16	C/C(=N\NC(=O)c1cnccn1)c1ccc([N+](=O)[O-])cc1	-10	1	0	3.1	3	-0.5	-6	-1.1	-3	-0.2
17	O=C(Nc1ccccc1F)NC1CCCc2ccccc21 (centres undefined)	-5	nt	-1	-0.5	-24	-1.3	-5	-1.3	24	3.5

Following part:
No.	SMILES	CAL PDZ FP-1	MITF act	Wnt act	AddAB inh	SR-BI DiI-HDL act
21	O=C(C=C1SCCS1)/C=C/c1ccco1	-3	8	nt	2.2	8
22	COc1ccccc1/C=C/CN1CCN(Cc2ccc(C)o2)C(CCO)C1 (centres undefined)	-3	-10	0	0.7	5
23	Cc1ccc(NS(=O)(=O)c2ccc(NC(=O)C3CCCO3)cc2)cc1 (centres undefined)	-1	nt	17	0.3	9
24	Cc1cccc(Nc2ncnc3onc(-c4cccc(Cl)c4)c23)c1	-18	-8	-3	3.5	-62
25	Cc1nc2ccccc2c2nc3ccccc3n12	6	18	nt	-2.0	-18
26	CN(CC(=O)Nc1cccc(F)c1)C(=O)c1ccc(N2C(=O)c3ccccc3C2=O)cc1	-4	7	0	0.6	-25
27	COc1ccc(CC2(CO)CCN(Cc3cnn(-c4ccccc4)c3)CC2)cc1	1	-2	-9	1.9	-17
28	COc1cc(OC)c(C2C(C(=O)Nc3ccccc3)=C(C)Nc3ncnn32)cc1OC (centres undefined)	-4	-6	-4	-1.4	9
29	Cc1ccc(S(=O)(=O)N2CCCCC2)cc1C(=O)Nc1ccc(N2CCOCC2)cc1	3	-1	13	0.8	-49
30	CCOC(=O)C1CN(S(=O)(=O)c2ccc(C)cc2)c2ccccc2O1 (centres undefined)	1	-6	-1	2.0	12

No.	phage Ecoli inh	Tat transport	CAL PDZ FP-2	SR-BI HDL uptake	E coli growth
21	0.7	-1	-1.3	-8	1.0
22	3.4	0	-2.3	-5	-0.4
23	0.7	4	-2.5	-9	-1.9
24	3.1	-4	-2.6	62	0.0
25	0.0	2	-4.5	18	-2.4
26	-0.5	-2	-0.7	25	1.1
27	3.0	1	nt	17	-2.1
28	3.5	3	0.3	-9	-1.4
29	-1.1	0	0.8	49	0.6
30	-0.4	-5	-12	-12	-0.9

Other compounds.
No.	SMILES	CAL PDZ FP-1	MITF act	Wnt act	AddAB inh	SR-BI DiI-HDL act
31	Oc1ccc(-c2ccccc2)cc1CN1CCCCCC1	-4	5	0	0.5	13
32	O=C(CN(c1ccc(Br)cc1)S(=O)(=O)c1ccc(Cl)c([N+](=O)[O-])c1)NCC1CCCO1 (centres undefined)	nt	-85	-14	nt	-8
33	CCn1cc(C(=O)Nc2ccc(OC)c(OC)c2)c2cc(OC)c(OC)cc2c1=O	-3	4	-3	-0.9	-22
34	CC(=O)Nc1nc(SCC(=O)NCC2CCCO2)[nH]c(=O)c1NC(=O)c1cccs1 (centres undefined)	4	15	0	4.5	9
35	CCOP(=O)(OCC)C(NC(=O)Nc1ccccc1)c1ccccc1 (centres undefined)	-1	-3	-1	5.2	-5
36	CCOc1ccc(N(C(=O)c2snc(C(N)=O)c2N)C(CC)C(=O)NC2CCCC2)cc1 (centres undefined)	3	-5	-1	2.7	2
37	CCOC(=O)Cc1c(C)nc2c(-c3ccccc3)c(-c3ccccc3)[nH]n2c1=O	-6	-16	-4	-2.2	23
38	COc1ccc2ccccc2c1C1CC(=O)N2CN(C)CSC2=C1C#N (centres undefined)	-3	-34	1&-2	3.1	23
39	Cc1ccc(NC(=O)CCC(=O)c2cccs2)cc1F	-3	19	22	2.9	16
40	CCOc1ccccc1NC(=O)CCCc1nc2ccccc2c(=O)[nH]1	nt	6	nt	2.0	22

No.	phage Ecoli inh	Tat transport	CAL PDZ FP-2	SR-BI HDL uptake	E coli growth
31	-0.6	4	nt	-13	1.4
32	0.8	-1	-0.9	8	nt
33	4.1	0	-2.6	22	1.1
34	3.9	-11	-0.5	-9	-2.2
35	2.3	2	-1.2	5	0.9
36	2.3	-2	0.0	-2	-0.6
37	nt	4	-2.6	-23	-0.2
38	1.9	-6	-0.1	-23	-0.1
39	3.4	-5	-1.1	-16	3.5
40	2.6	4	0.7	-22	1.2

(cont.)
No.	SMILES	CAL PDZ FP-1	MITF act	Wnt act	AddAB inh	SR-BI DiI-HDL act
41	CN1CCN(C(=O)c2ccc(-c3nn(C)c(=O)c4ccccc34)cc2)CC1	nt	-1	nt	2.1	-4
42	O=C(CN1CCN(c2ccccn2)CC1)Nc1ccc(Oc2ccccc2)cc1	1	-2	-4	2.7	12
43	CN(C)S(=O)(=O)c1cc(NC(=O)CN2CCN(c3ccccc3O)CC2)ccc1Cl	-4	-7	-3	4.0	-60
44	O=C(O)CSc1nc(-c2ccccc2)cc(=O)[nH]1	5	4	nt	0.6	-3
45	O=C(N[C@@H](Cc1ccc(O)cc1)C(=O)O)C(c1ccccc1)c1ccccc1	3	-1	-3	0.0	40
46	Cc1n[nH]c(=S)n1/N=C/c1ccccc1OCc1ccc(Cl)cc1Cl	0	0	nt	2.3	-3
47	Cn1cccc1/C=N/NC(=O)c1cccnc1	-1	-1	-7	-1.1	19
48	CCCCCCC(=O)Nc1cc2c(C)cc(=O)oc2cc1C	0	4	0	-1.6	-34
49	CCC(Sc1nc(=O)cc(N)n1CCc1ccccc1)C(=O)Nc1cc(C)on1 (centres undefined)	0	-6	0	-0.5	8
50	O=C(NC1CCN(Cc2ccccc2)C1)c1cc(S(=O)(=O)N2CCOCC2)ccc1Cl (centres undefined)	59*	18	-3	4.1	22

No.	phage Ecoli inh	Tat transport	CAL PDZ FP-2	SR-BI HDL uptake	E coli growth
41	2.4	10	-1.1	4	1.2
42	1.8	8	-2.2	-12	-0.8
43	0.3	1	-1.6	60	0.7
44	-0.9	0	0.0	3	0.4
45	2.9	0	0.6	-40	-1.2
46	3.1	-8	-0.8	3	1.4
47	-1.0	4	-2.4	-19	3.0
48	1.3	9	nt	34	-0.3
49	3.5	-17	-1.3	-8	1.7
50	1.7	-5	-0.4	-22	-2.1

An unsorted share of the library; any-hit rate near 3.6%.
